# Screens from PubChem.
# EWS-Fli block: EWS/Fli transcriptional activity inhibition; 0.67% of 350,000 active; A673 NR0B1-luciferase reporter, viability-normalised; inhibition, % at 12.6 µM;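 active = mean inhibition of at least 50% after viability correction, with every replicate also passing that limit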;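 note: firefly luciferase signal divided by Alamar Blue viability fluorescence both relative to DMSO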
# LGR2 antag: Drosophila LGR2 receptor signaling inhibition; HEK293 LGR2, CRE-luciferase, bursicon-stimulated, 4 h; inhibition, % at 9.99 µM; 0.35% of 380,000 active; AID 720647;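 active = drop in luminescence signal, shown as inhibition above about 50% in the replicate tests, limit read from the data, passing the limit was not always enough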;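 note: agonist challenge used bursicon conditioned medium at about half maximal strength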
# Cneo AK release: causes C. neoformans cell lysis. adenylate kinase release luminescence, 4 h; normalised: neutral wells 0, clomiphene wells 100. lysis activity, % at 15 µM. 0.2% of 360,000 active;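 active = mean lysis activity across replicates of at least 80%, whatever share of replicates individually reach that level; inactive = mean lysis activity below 80%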
#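 Assay system: Cryptococcus neoformans yeast cells / Dosing: single-point compound dose / Timing: 4 h at 37 °C static, read 1 h later / Measured by: luminescence of released adenylate kinase using an AK detection reagent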
# Casp6 inh: blocks human caspase-6 cleavage activity; P55212; purified caspase-6, Z-VEID-R110 cleavage fluorescence; inhibition, % at 12.5 µM; 0.53% of 350,000 active;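 active = mean inhibition across replicates at least about 35%, with every replicate also reaching that limit, limit read from the data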;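 note: 0% = median of neutral control wells and 100% = no fluorescence left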
# Target sequence (P55212 24-179 limits assumed): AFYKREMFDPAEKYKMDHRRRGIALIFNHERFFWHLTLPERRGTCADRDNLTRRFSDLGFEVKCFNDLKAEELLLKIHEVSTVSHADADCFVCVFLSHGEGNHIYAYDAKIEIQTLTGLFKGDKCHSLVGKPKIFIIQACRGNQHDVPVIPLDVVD
# Target sequence (P55212 194-293 limits assumed): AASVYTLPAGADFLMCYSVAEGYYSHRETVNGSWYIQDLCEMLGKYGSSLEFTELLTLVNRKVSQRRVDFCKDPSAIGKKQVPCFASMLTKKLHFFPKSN
# miR122 inh: miR-122 inhibition in Huh7 cells. Huh7 miR-122 Renilla luciferase sensor, 48 h; neutral wells = 0, positive control = 100. AID 602342. 0.3% of 340,000 active. activation (reporter increase), % at 12.5 µM;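 active = mean replicate activation score at least 90 and every replicate individually at or above 90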;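 note: higher luciferase means less miR-122 activity so hits act as miR-122 inhibitors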
# PAX8 reporter: PAX8 transcriptional activity inhibition. inhibition, % at 12.6 µM. RMG-I TPO-luciferase reporter, SteadyGlo, 24 h. 1.2% of 360,000 active. AID 652154;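 active = mean replicate inhibition at least 60% with every replicate also reaching 60%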;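 note: luciferase light reporting Pax8 driven TPO promoter activity; plate controls were median of neutral control wells for no effect and mitoxantrone controls for full effect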
# PGC1a acetyl inh: lowers PGC1a acetylation signal in U2OS cells | AlphaScreen anti-acetyl-lysine; with virally co-expressed GCN5 acetyltransferase | inhibition, % at 15.6 µM | 0.17% of 350,000 active | AID 651687;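 active = every replicate shows inhibition of at least 40%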;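 note: 0% = neutral control wells and 100% = positive control wells; some results beyond the cut were filed as inactive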
# FN deposit inh: fibronectin deposition inhibition; AH1F fibroblasts, Alexa488-fibronectin deposition fluorescence, overnight; inhibition, % at 12.6 µM; 0.086% of 350,000 active;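 active = mean inhibition across replicates of 30% or more, regardless of how many single replicates reach that level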;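 note: positive control wells lacked labelled fibronectin entirely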
#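 Assay system: AH1F fibroblasts assembling fluorescent fibronectin matrix; Amount: 10000 AH1F cells per well; Buffer or medium: DMEM, 2% serum; Probe or stimulus: Alexa488-fibronectin, 24 nM final in well; Doses: single compound dose, delivered by pin transfer; Incubation: 1 h adhesion, overnight exposure; Measured by: fluorescence 485/525 nm; Read-out: fibronectin deposition inhibition.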
# Numbers without * were called inactive; · = no result given; [ ] = another dose, or the depositor's remark.
SMILES,EWS-Fli block,LGR2 antag,Cneo AK release,Casp6 inh,miR122 inh,PAX8 reporter,PGC1a acetyl inh,FN deposit inh
CCOC(=O)C(=NC1CCCCC1)NNc1cccc(C(F)(F)F)c1,·,-4,8,·,9,17,7,-14
O=C(NC1CCCCC1)C(c1ccccc1)N1CCC2(CC1)OCCO2 (configuration not stated),·,·,-1,·,-8,4,-5,0
O=C(NCCCN1CCOCC1)c1cc(-c2cccc(O)c2)on1,-17,-22,-1,0,·,-12,·,1
CC(C)NC(=O)N[C@H]1CC[C@@H](CCNS(=O)(=O)c2ccc(Cl)cc2)O[C@@H]1CO,-5,14,5,2,·,-11,2,·
O=S(=O)(NC(CO)Cc1ccccc1)c1ccc(Br)cc1F (configuration not stated),2,13,0,-2,0,-21,-15,2
Nc1nc(Sc2ccc([N+](=O)[O-])c3nonc23)c2[nH]cnc2n1,27,·,·,72*,0,97*,2,5
COC(=O)C[C@@H]1OC[C@H](C(C)C)N1S(=O)(=O)c1ccc(C)cc1,-12,0,·,-1,·,-4,·,3
CC(=O)CCSc1ncnc2sc(-c3ccccc3)cc12,-17,-82,-5,-1,1,-49,·,-4
CCOc1ccc(N2CC(C(=O)NNC(=O)c3ccc(F)cc3)CC2=O)cc1 (configuration not stated),-6,-10,2,3,-8,-5,-2,3
Nc1ccc(-c2nc3c(Cl)c(N)ccc3[nH]2)cc1,·,·,-2,·,5,·,-1,2
CC(C)NC(=O)c1ccc(-c2ccc(Cl)c(C(F)(F)F)c2)o1,·,12,-1,·,0,·,-1,3
O=C(NCc1ccc(F)cc1)[C@H]1C[C@H]2C(=O)NCC(=O)N2[C@H]1c1cccc(OCCO)c1,-3,·,52,-3,·,·,4,·
Cc1ccc(-c2ccc([C@H]3[C@@H](CO)N4C(=O)CN(C(=O)Nc5cccc(F)c5)C[C@H]34)cc2)cc1,-2,18,·,0,·,·,-15,·
C[C@@H]1CN([C@H](C)CO)C(=O)c2cc(/C=C/c3ccccc3)cnc2O[C@H]1CN(C)C(=O)CN1CCOCC1,2,26,2,0,-7[16.7 µM],0,6,·
c1cnn(Cc2cnc(N3CCOCC3)s2)c1,-5,8,·,-3,·,5,5,-1
Cc1ccc(NCc2nnc(SCC(=O)N(Cc3ccccc3)C(C)(C)C)o2)c(C)c1,·,-12,0,·,-4,·,-13,-3
CCOCC(=O)Nc1nc2ccc(S(C)(=O)=O)cc2s1,·,7,2,·,-1,·,12,·
S=C(Nc1ccc2c(c1)OCO2)N1CCN(Cc2ccco2)CC1,-16,-48,·,0,·,-57,0,-7
C[C@H]1CN([C@@H](C)CO)S(=O)(=O)c2ccc(C#Cc3cccc(F)c3)cc2O[C@H]1CN(C)C(=O)CN1CCOCC1,8,-5,7,8,-2[16.7 µM],·,-11,0
Cc1ccc(N=Nc2c(O)[nH]c3ccc(F)cc23)cc1,-111,·,0,9,·,-126,-14,8
COc1cc(NC(=O)CN(C)CCOc2ccccc2)c(C)cc1[N+](=O)[O-],-5,-5,1,-1,5,-6,-3,0
COc1ccccc1N(CCC#N)C(=O)CSc1nc(-c2ccccc2)cn1N,·,·,-3,·,-5,-26,-1,-4
Cc1ccc(-n2nnnc2SCc2nnc(-c3ccccc3Br)o2)c(C)c1,14,6,8,·,-6,·,8,·
Cc1ccccc1OCC(=O)NC(C)c1ccccc1 (configuration not stated),6,-1,1,32,8,-18,0,-9
C[C@H]1CN([C@@H](C)CO)C(=O)c2cccc(NS(=O)(=O)c3ccc(Cl)cc3)c2O[C@@H]1CN(C)Cc1ccc(C(F)(F)F)cc1,5,8,2,1,49[16.7 µM],·,-11,-2

# Brought forward from above: 2 compounds; new compounds follow.
SMILES,EWS-Fli block,LGR2 antag,Cneo AK release,Casp6 inh,miR122 inh,PAX8 reporter,PGC1a acetyl inh,FN deposit inh
Cc1ccccc1OCC(=O)NC(C)c1ccccc1 (configuration not stated),6,-1,1,32,8,-18,0,-9
C[C@H]1CN([C@@H](C)CO)C(=O)c2cccc(NS(=O)(=O)c3ccc(Cl)cc3)c2O[C@@H]1CN(C)Cc1ccc(C(F)(F)F)cc1,5,8,2,1,49[16.7 µM],·,-11,-2
CO[C@H]1CN(C)C(=O)c2cc(NS(=O)(=O)c3cccc(F)c3)ccc2OC[C@@H](C)N(C(=O)Cc2cccnc2)C[C@H]1C,7,4,-1,2,·,-2,11,-9
CCN(C(=O)COC(=O)c1cccc(S(=O)(=O)NCc2ccccc2)c1)c1ccccc1,-1,-7,-2,2,2,11,0,2
O=C1CC(c2ccccc2)(c2ccccc2)c2ccccc21,-1,16,·,-2,-9,8,-5,-69
CC1CCCC(NC(=O)COC(=O)/C=C/c2ccco2)C1C (configuration not stated),2,-22,1,28,·,-6,·,-3
O=C(O)c1ccc(CN2C(=O)c3cccc4c([N+](=O)[O-])ccc(c34)C2=O)cc1,·,-2,-1,2,7,·,-54,·
CCCCn1ccnc1C(=O)c1ccc(S(=O)(=O)N2CCCC2)cc1,-16,9,7,2,-11,-30,-1,-15
C[C@@H]1CN([C@@H](C)CO)C(=O)c2cc(-c3ccc(F)cc3)cnc2O[C@@H]1CN(C)Cc1cccnc1,-3,4,-6,0,32[16.7 µM],·,9,·
Cc1ccc(S(=O)(=O)Nc2ccc3c(c2)C(=O)N([C@@H](C)CO)C[C@@H](C)[C@H](CN(C)C(=O)CCCN(C)C)OCCCC[C@@H](C)O3)cc1,-7,4,3,-1,4[16.7 µM],5,-2,-1
CCCn1c(N)c(C(=O)CSc2nc3ncc(Cl)cc3[nH]2)c(=O)[nH]c1=O,-2,9,1,4,·,1,·,2
COCCn1c(C)cc(C(=O)COC(=O)Cc2n[nH]c(=O)c3ccccc23)c1C,-35,-52,-9,2,·,-123,·,3
CC(Oc1ccccc1)C(=O)N1CCC2(CC1)Oc1ccc(F)cc1C(=O)C21CC(c2ccccc2)=NO1 (configuration not stated),3,4,-1,0,1,3,-1,5
Cc1c(CC(=O)NCCCCCC(=O)O)c(=O)oc2cc3occ(-c4ccccc4)c3cc12,-3,11,-6,3,-3,8,12,3
O=C(CCN1C(=O)[C@@H]2Cc3ccccc3CN2C1=O)N[C@H](C(=O)O)c1ccccc1,-1,13,0,4,-11,-15,8,6
O=C(NC(=S)N1CCCCCC1)c1ccc(Cl)cc1Cl,2,28,·,-3,-3,11,-2,·
O=C(Sc1nnc(-c2ccccc2)o1)N1c2ccccc2Sc2ccccc21,·,·,-2,·,-1,·,10,-21
Cc1nn(CC(=O)NCCc2ccc(Cl)cc2Cl)c(C)c1[N+](=O)[O-],6,3,·,1,·,12,·,13
Cc1ccc(S(=O)(=O)c2ncccc2[N+](=O)[O-])cc1,23,40,-5,10,-2,109*,·,-1
COc1ccc(-c2ccc([C@H]3[C@@H](CO)N4CCCCN(C(=O)c5ccc6c(c5)OCO6)C[C@@H]34)cc2)cc1,7,19,-2,1,4[16.7 µM],-4,-9,·
O=C(O)COc1c(Cl)cc(/C=C2/NC(=O)NC2=O)cc1Br,-2,8,·,3,·,-22,2,-2
COc1ccc2sc(-c3ccccc3OC)c(-c3ccc(OCCN4CCCC4)cc3)c2c1,10,12,1,-24,·,11,·,0
O=C(NCc1ccc2c(c1)OCO2)c1c(-c2ccccc2)sc2ccccc12,-35,-32,-1,3,-15,-59,-8,-3
CSc1cccc(Nc2ccc(S(=O)(=O)N3CCOCC3)cc2[N+](=O)[O-])c1,9,-16,0,1,·,11,-9,7
COc1ccc(C(C(=O)NCC2CCCO2)N(C(=O)CNC(=O)c2ccco2)c2cc(C)ccc2C)cc1OC (configuration not stated),3,3,1,3,·,-5,·,3
O=C(N/N=C/c1c(Cl)cccc1Cl)c1ccc(F)cc1,-12,-8,-1,-2,-17,·,3,·
Cc1nn(C)c(C(=O)NNC(=S)Nc2ccc(Cl)cc2)c1[N+](=O)[O-],·,8,0,·,8,·,-8,3

# Additional results follow.
SMILES,EWS-Fli block,LGR2 antag,Cneo AK release,Casp6 inh,miR122 inh,PAX8 reporter,PGC1a acetyl inh,FN deposit inh
CCOC(=O)C(Cc1ccc(N)cc1)N1C(=O)c2ccccc2C1=O (configuration not stated),-5,6,-1,3,3,6,·,0
CCc1nc(Nc2ccccc2F)c2oc3ccccc3c2n1,-6,0,3,1,9,-33,·,9
Cc1noc(C)c1C(=O)OCC(=O)N1CCc2ccccc21,-37,-4,1,-5,-10,17,5,-2
C=CCN=C1NC(c2ccc(F)cc2)C(C(=O)OC)=C(C)N1C (configuration not stated),-3,20,·,-3,·,2,·,5
CC1C(=O)C(C)C(c2ccc3c(c2)OCO3)NC1c1ccc2c(c1)OCO2 (configuration not stated),12,-9,0,·,·,·,2,·
C[C@@H]1CCCCO[C@@H](CN(C)Cc2ccncc2)[C@H](C)CN([C@H](C)CO)C(=O)c2cc(NS(=O)(=O)c3cccs3)ccc2O1,-2,9,0,0,-2[16.7 µM],·,-6,·
Cc1ccc(SC2=C(C(=O)O)CCCC2)cc1,7,12,-2,2,·,-1,·,-5
COc1ccc(N2CCN(C(=O)CCc3ccc(S(=O)(=O)NC(C)C)cc3)CC2)cc1,8,15,0,0,0,·,9,·
C[C@H]1CN([C@@H](C)CO)C(=O)CCCn2cc(nn2)CO[C@H]1CN(C)S(=O)(=O)c1cccc(C#N)c1,-4,5,·,-1,·,-14,3,9
C[C@@H]1CN([C@@H](C)CO)C(=O)c2cccc(NC(=O)CCCCCC(=O)Nc3ccccc3N)c2O[C@H]1CN(C)C(=O)Nc1ccc(C(F)(F)F)cc1,1,-7,·,1,·,-6,8,·
C[C@H](CO)N1C[C@H](C)[C@@H](CN(C)C(=O)Cc2cccnc2)Oc2ncc(C#Cc3ccccc3F)cc2C1=O,-7,-3,-11,-2,·,·,13,·
COC(=O)c1onc(-c2c(OC)cc(OC)cc2OC)c1C(=O)OC,-13,0,·,-2,·,1,·,3
CC1=C(C)CC(C(=O)NCCCN2CCCC2=O)C(C(=O)O)C1 (configuration not stated),-2,12,4,-3,-5,-3,·,0
O=C(Nc1ccc(C(F)(F)F)cc1)N[C@H]1CC[C@H](CC(=O)N2CCCCC2)O[C@H]1CO,0,15,2,0,·,3,-5,-7
C[C@@H]1CN([C@H](C)CO)C(=O)c2cccc(NS(=O)(=O)c3ccc(Cl)cc3)c2O[C@H]1CN(C)Cc1ccc(-c2ccccc2)cc1,0,-3,1,·,-7[16.7 µM],-7,0,2
O=C(Nc1ccc(N2CCOCC2)cc1)C1CCN(S(=O)(=O)c2ccc3c(c2)OCCO3)CC1,-1,-5,·,3,·,-2,·,3
N#CCc1nn(-c2ccc(F)cc2)c(N)c1C#N,-6,-9,-1,4,4,9,0,8
CCC(=O)N1CC[C@@H]2[C@@H](CO)Nc3ccc(C#Cc4ccccc4F)cc3[C@@H]21,·,-25,·,1,·,·,-7,-7
CC(C)Cn1c(N2CCN(C(=O)/C=C/c3ccccc3)CC2)nc2ccccc21,-7,5,·,-1,·,-12,·,9
COc1ccc(CN2CCN(Cc3ccc(C)cc3)C(CCO)C2)cc1OC (configuration not stated),5,-8,·,-8,·,5,·,-6
Cc1ccc(S(=O)(=O)Nc2ccc3c(c2)C(=O)N([C@H](C)CO)C[C@@H](C)[C@H](CN(C)S(=O)(=O)c2ccc(F)cc2)OCCCC[C@H](C)O3)cc1,15,-3,·,0,·,26,-10,·
C[n+]1cn(CC(O)COCc2ccccc2)c2ccccc21 (configuration not stated),·,5,1,·,-2,·,10,3

# Ordered by the number under LGR2 antag (smallest number first): 3 of the compounds above
canonical_smiles	LGR2 antag	Casp6 inh	miR122 inh	PGC1a acetyl inh
O=C(NCc1ccc2c(c1)OCO2)c1c(-c2ccccc2)sc2ccccc12	-32	3	-15	-8
Cc1nn(CC(=O)NCCc2ccc(Cl)cc2Cl)c(C)c1[N+](=O)[O-]	3	1	·	·
CCCCn1ccnc1C(=O)c1ccc(S(=O)(=O)N2CCCC2)cc1	9	2	-11	-1
